Screening data deposited in PubChem by National Center for Advancing Translational Sciences (NCATS).
USP2a block: qHTS Assay for Inhibitors of Ubiquitin-specific Protease USP2a Using CHOP2 as the Reporter. Ubiquitin carboxyl-terminal hydrolase 2 (Homo sapiens), O75604. USP2 core, Ub-CHOP2 coupled fluorogenic reporter, 485/531. Potency, µM (series often up to 38.3 µM), for the others: at the top dose activity change, negative = inhibition, most hits filed as inhibitors. 330,000 tested, 0.01% active. AID 463254, 2010;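 further: potency means the concentration at half of the fitted maximal effect; plate controls were DMSO wells for no effect and full inhibition by NEM control for full effect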
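USP2 core (10nM final) preincubated 30min RT with compound in 20mM Tris-HCl pH 8.0, 2mM CaCl2, 2mM beta-mercaptoethanol, 0.05% CHAPS; 25nM Ub-CHOP2 plus 25nM reporter substrate added, fluorescence (Ex485/Em531) read after 60min.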
TSHR antag: Antagonists of the Thyroid Stimulating Hormone Receptor: HTS campaign. 330,000 tested, 0.2% active. activity change, negative = inhibition, % at 11.5 µM. Thyrotropin receptor (Homo sapiens), P16473. TSHR-expressing cells, TSH-stimulated cAMP HTRF, 2 h; stronger effect = lower value;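 active means activity change below a set negative limit, meaning inhibition stronger than a set level, cut at about -70% in these data; inconclusive means activity change between two set negative limits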; further: on the % scale 0 is the no-effect control and ±100 the full control effect
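Competitive HTRF cAMP read-out (cryptate anti-cAMP antibody, cAMP-d2; 30 min, room temperature) in freshly harvested TSHR cells. Compounds added before TSH at EC80 (4nM final), followed by 2 hours' incubation at 37 deg C.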
uPA generation: qHTS for Inhibitors of Cell Surface uPA Generation | 330,000 tested, 0.31% active | AID 540303, 2011 | Potency, µM (doses to about 38.3 µM), without a hit: top-dose activity change, negative = inhibition, usual class: inhibitors | cell surface uPA generation assay, qHTS; active means well fitted inhibition curve with a large enough effect; inconclusive means small, poorly fitted or top-dose-only effect; inactive means no such curve, though single readings can be large or run the other way; tested in mouse RAW 264.7 cells; further: potency means the concentration at half of the fitted maximal effect; on the % scale 0 is the no-effect control and ±100 the full control effect; nearly all actives have a fitted effect of over 55% in size
Mito fusion act: qHTS Assay for Small Molecule Inhibitors of Mitochondrial Division or Activators of Mitochondrial Fusion; S. cerevisiae fusion-defective mutant growth rescue, CellTiterGlo 48 h; Potency, µM (titrated, usually from 46.1 µM), inactives show at the top dose growth rescue (activation), most hits filed as activators; 320,000 tested, 0.23% active; AID 485298, 2010;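 further: potency means the concentration at half of the fitted maximal effect; % of control where 0% means no effect; nearly all actives have a fitted effect of over 45% in size; temperature-sensitive fusion mutants such as fzo1-1 at 37 °C on non-fermentable ethanol glycerol medium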
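Growth-rescue viability read-out: after 48 h at the non-permissive 37C in glycerol/ethanol YPEG, yeast mitochondrial fusion mutants are measured by CellTiterGlo luminescence; compounds (23 nl pinned per well) restoring growth score as division inhibitors or fusion activators.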
Tb PFK block: qHTS Assay to Find Inhibitors of T. brucei phosphofructokinase | ATP-dependent 6-phosphofructokinase (Trypanosoma brucei brucei), O15648 | T. brucei PFK, ADP-Glo luminescence | Potency, µM (highest dose often 57.5 µM), for the others: at the top dose activity, negative = inhibition, actives largely listed as inhibitors | 330,000 tested, 0.17% active;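 further: potency means the concentration at half of the fitted maximal effect; 0% = uninhibited 1x PFK enzyme wells and -100% = no-enzyme wells; nearly all actives have a fitted effect of over 60% in size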
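ADP-Glo luminescence quantified ADP after 45 min at room temperature, with 1.25 nM T. brucei PFK, 0.1 mM ATP and 0.5 mM fructose-6-phosphate in pH 8.0 TEA buffer. qHTS titrations up to 57 µM; curves classified by quality.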
Eya2 phos inh: qHTS Assay for Inhibitors of the Phosphatase Activity of Eya2 | Protein phosphatase EYA2 (Homo sapiens), O00167 | recombinant Eya2, OMFP fluorescence dephosphorylation (OMFP is methylfluorescein phosphate) | Potency, µM (top dose mostly 76.9 µM), without a hit: top-dose activity, negative = inhibition, most hits filed as inhibitors | 330,000 tested, 0.006% active | AID 488837, 2010; further: potency means the concentration at half of the fitted maximal effect; on the % scale 0 is the no-effect control and ±100 the full control effect
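Eya2 protein (added as 0.2 uM solution) was preincubated with compound for 10 min at ambient temperature in 50 mM HEPES pH 7.5, 50 mM NaCl, 5 uM MgCl2, 0.05% BSA, 1 mM DTT. OMFP (added at 50 uM) then reacted 10 min; fluorescence read at 485/525 nm.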
B2AR arrestin: qHTS assay of beta-arrestin-biased ligands of beta2-adrenergic receptor; Beta-2 adrenergic receptor (Homo sapiens), P07550; Potency, µM (doses to about 46.1 µM), without a hit: at the top dose activation, usual class: activators; beta-arrestin recruitment to beta2AR, cell-based reporter; 330,000 tested, 0.02% active;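 further: potency means the concentration at half of the fitted maximal effect; 0% = DMSO controls and full agonism = EC100 isoproterenol or metaproterenol; nearly all actives have a fitted effect of over 65% in size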
Target sequence (P07550 whole entry, looked up): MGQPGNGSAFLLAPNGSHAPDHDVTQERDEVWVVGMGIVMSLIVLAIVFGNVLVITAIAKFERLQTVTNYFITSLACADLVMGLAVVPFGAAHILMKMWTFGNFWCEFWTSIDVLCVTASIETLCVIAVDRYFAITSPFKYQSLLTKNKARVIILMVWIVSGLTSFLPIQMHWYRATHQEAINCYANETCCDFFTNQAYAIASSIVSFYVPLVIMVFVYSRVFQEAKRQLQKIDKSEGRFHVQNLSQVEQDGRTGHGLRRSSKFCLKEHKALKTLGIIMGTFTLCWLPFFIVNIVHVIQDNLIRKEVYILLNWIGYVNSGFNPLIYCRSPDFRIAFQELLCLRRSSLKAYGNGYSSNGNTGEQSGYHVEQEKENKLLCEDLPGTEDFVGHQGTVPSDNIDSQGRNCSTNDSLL
Chronic BCR inh: qHTS Assay to Find Inhibitors of Chronic Active B-Cell Receptor Signaling. ABC-DLBCL IkBa-CBG/CBR reporter, luminescence ratio, 4 h. Potency, µM (doses to about 46.1 µM), without a hit: at the top dose ratio change, negative = lower green/red ratio, actives largely listed as inhibitors. 340,000 tested, 0.05% active; active means well fitted inhibition curve with a large enough effect in the signal ratio, with a control signal flat, not every such curve was filed as active; inconclusive means small, poorly fitted or top-dose-only effect, or effect the other way, or a change in a side signal; the % refers to the signal ratio;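 further: potency means the concentration at half of the fitted maximal effect; plate controls were basal doxycycline-induced cells for no effect and cells given 10 µM MG132 for full effect; MG132 reads +100%, hits lower the ratio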
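TMD8 human ABC-DLBCL cells with doxycycline-inducible IκBα–green luciferase fusion and unfused red luciferase, in 0.5% FBS medium; compounds up to 46 uM, 4 h at 37C. Green/red luminescence ratio, filter-overlap corrected, fitted to concentration-response curves.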
ELG1 DNA repair: qHTS screen for small molecules that inhibit ELG1-dependent DNA repair in human embryonic kidney (HEK293T) cells expressing luciferase-tagged ELG1; HEK293T ELG1-luciferase reporter, luminescence, 16 h; DNA damage induced by 5-fluorouridine; Potency, µM (series often up to 46.1 µM), without a hit: at the top dose activity change, negative = inhibition, hits mostly inhibitors; 330,000 tested, 2.3% active; AID 504467, 2011; further: potency means the concentration at half of the fitted maximal effect; on the % scale 0 is the no-effect control and ±100 the full control effect; nearly all actives have a fitted effect of over 55% in size
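HEK293T cells expressing luciferase-tagged ELG1 (2,000/well) received 5-Fluorouridine plus compound or DMSO for 16 hr at 37 °C. Luciferase was read by ONE-Glo luminescence after 30 min at room temperature.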
TSG101-PTAP inh: qHTS Assay for Iinhibitors of HIV-1 Budding by Blocking the Interaction of PTAP/TSG101 | Tumor susceptibility gene 101 protein (Homo sapiens), Q99816 | Fluorescence polarization, FITC-PTAP peptide / Tsg101 binding | Potency, µM (top dose mostly 115 µM), without a hit: top-dose activity change, negative = inhibition, actives largely listed as inhibitors | 340,000 tested, under 10 active; active means well fitted inhibition curve with a large enough effect in the main read-out, with a control signal flat, not every such curve was filed as active; inconclusive means small, poorly fitted or top-dose-only effect, or effect the other way, or a change in a side signal; inactive means no such curve, though single readings can be large or run the other way; further: potency means the concentration at half of the fitted maximal effect; % of control where 0% means no effect
Target sequence (Q99816 whole entry, looked up): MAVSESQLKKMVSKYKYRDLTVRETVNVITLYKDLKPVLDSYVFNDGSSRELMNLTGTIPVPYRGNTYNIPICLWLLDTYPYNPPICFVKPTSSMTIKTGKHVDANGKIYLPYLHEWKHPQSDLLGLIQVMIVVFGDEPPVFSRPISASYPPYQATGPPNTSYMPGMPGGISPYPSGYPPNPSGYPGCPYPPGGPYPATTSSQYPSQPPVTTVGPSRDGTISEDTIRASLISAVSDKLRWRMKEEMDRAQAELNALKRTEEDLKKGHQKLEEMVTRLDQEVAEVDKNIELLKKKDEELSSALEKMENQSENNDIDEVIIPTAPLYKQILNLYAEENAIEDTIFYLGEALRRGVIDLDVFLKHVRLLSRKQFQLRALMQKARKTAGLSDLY
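Steps: Tsg101 binding domain dispensed (10 uM final), compounds pinned in DMSO, FITC-labeled PTAP-motif peptide added (50 nM final); after 20 min binding at room temperature, polarization measured.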
TCR act: Activators of T cell receptors: qHTS campaign; 330,000 tested, under 10 active; Potency, µM (series often up to 9.22 µM), for the others: at the highest dose activation of IL-2 secretion, hits mostly activators; primary human leukocytes, anti-CD3, IL-2 HTRF, 48 h; further: % of control where 0% means no effect
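HTRF read-out of IL-2 secretion: europium cryptate donor excited at 320nm, d2 acceptor emission at 665nm. Cells were primary human leukocytes incubated 48 hr with compounds and a-CD3 beads, supplying TCR signal only.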
An asterisk follows results filed as active; u = inconclusive; x = no result given; [ ] = another dose, or the depositor's remark. Unless noted, the call rests on the fitted dose curve; in most records, active means well fitted curve in the direction sought with a large enough effect; inconclusive means small, poorly fitted or top-dose-only effect, or another doubt; inactive means no such curve, though single readings can be large; an effect the other way counts as inactive or inconclusive.

SMILES	USP2a block	TSHR antag	uPA generation	Mito fusion act	Tb PFK block	Eya2 phos inh	B2AR arrestin	Chronic BCR inh	ELG1 DNA repair	TSG101-PTAP inh	TCR act
CCN(C(=O)COC(=O)/C=C/c1cccc(Cl)c1)c1c(N)n(Cc2ccccc2)c(=O)[nH]c1=O	-1%	-7	11%	2%	5%	-17%	-0.2%	7%	u	1%	5%
Cc1ccc(S(=O)(=O)N2CCN(CC(=O)Nc3ccc4c(c3)CCC4)CC2)cc1C	0%	-5	-10%	26%	5%	-4%	-2.1%	0%	u	1%	1%[46.1 µM]
COc1ccc([C@H]2CC(=O)C=C(c3ccc(SC)cc3)C2)cc1OC	-1%	-1	15%	-2%	-2%	-17%	0.0%	-18%	u	-11%	-2%
CCO[C@H]1c2c(ccc3ccc(=O)oc23)OC(C)(C)[C@@H]1O	0%	-26	6%	-7%	1%	4%	0.1%	5%	-1%	-6%	2%
CNC[C@H]1Oc2c(NS(=O)(=O)c3ccccc3)cccc2C(=O)N([C@H](C)CO)C[C@@H]1C	2%	4	12%	x	3%	4%	0.2%	u	u	-1%	-2%
CC1CCN(C(=O)c2cc(S(=O)(=O)N3CCCCC3)c[nH]2)CC1	1%	15	12%	-1%	1%	-3%	-2.9%	-11%	3%	0%	-1%
C=CCOc1c(CNn2cn[nH]c2=S)cccc1OC	1%	26	5%	-8%	-6%	-2%	4.5%	u	13%	-7%	3%
CC(C)N(C(=O)CN(C#N)c1nc(N(C)C)nc(N(C)C)n1)c1ccccc1	1%	12	1%	2%	0%	-4%	-0.3%	2%	0%	1%	-1%
CC[N+]1=C(C)C(C)(C)c2cc(C)ccc21	4%	-34	-8%	-1%	-3%	6%	-0.3%	13%	13µM*	-1%	-5%
Cc1ccccc1NC(=S)N(CCCN1CCOCC1)Cc1ccccn1	6%	1	2%	-3%	-1%	1%	0.4%	-3%	10%	-4%	-1%
O=C(NCc1ccccc1CN1CCCC1)c1cccc(S(=O)(=O)N2CCOCC2)c1	0%	0	1%	-6%	-1%	-3%	-0.2%	-4%	14%	-4%	x
O=C(OCC(=O)N1CCc2ccccc21)[C@@H]1CCCN1S(=O)(=O)c1ccccc1F	1%	-10	29%	9%	-4%	-3%	0.1%	7%	u	-7%	-3%
COc1cccc(C(=O)NC2=NCCS2)c1OC	2%	14	x	2%	-8%	-4%	0.1%	u	u	-4%	-15%
CC(C)(C)OC(=O)N1CCC(CC2CC(c3cccc(Br)c3)=NO2)(C(=O)NCC2CCCCC2)CC1 (configuration not stated)	2%	-41	3%	1%	1%	1%	0.0%	-1%	0%	-1%	1%
CC(=O)Nc1cccc(NC(=O)C2CCCN2C(=O)Nc2ccc(C)cc2)c1 (configuration not stated)	0%	-7	2%	-1%	-2%	8%	0.1%	-3%	12%	-4%	0%
Cc1cc(C)cc(NC(=S)N2CCN(c3ncccn3)CC2)c1	5%	1	-24%	-5%	2%	-3%	2.4%	24%	-5%	-2%	6%[46.1 µM]
O=C(CSc1nnc(CNc2ccc(F)cc2)n1Cc1ccccc1)N1CCOCC1	0%	-9	1%	1%	1%	-5%	-0.3%	0%	-21%	0%	-11%
Cc1cccc(N2CCN(C3=NC(=O)C(=C4CCCCC4)S3)CC2)c1	1%	-12	1%	10%	-5%	-1%	-1.3%	-1%	u	1%	0%
CC(C)CNC(=O)c1cccc(C(=O)NCC(C)C)c1	2%	27	-9%	-4%	-1%	3%	-0.2%	19%	1%	x	x
CCOC(=O)C1CCCN(C(=O)C(C)Oc2ccc(Cl)cc2Cl)C1 (configuration not stated)	1%	5	x	9%	-7%	-30%	-0.2%	u	-11%	-1%	-1%
COc1cc(OC)c(C2Nc3cccc4cccc(c34)N2)c(OC)c1	0%	1	-22%	3%	-7%	-22%	u	u	u	-7%	-95%
COCCNc1nc2sc3c(c2c(=O)n1Cc1ccco1)CCCCC3	5%	-9	3%	11%	9%	2%	-0.7%	11%	u	-4%	3%[46.1 µM]
CCOC(=O)c1cn(CC)c2cc(N3CCN(C)CC3)c(F)cc2c1=O	5%	10	5%	-6%	6%	-16%	-0.2%	14%	4%	-5%	-5%
CCOC(=O)/C(C#N)=C1/C=CN(C)C=N1	3%	37	-4%	0%	7%	-10%	-0.6%	-1%	17%	-1%	0%
Cc1ccc(NC2=C(NC(=O)c3ccccc3)C(=O)c3ccccc3C2=O)cc1Cl	-1%	-5	u	u	u	-10%	-0.9%	6%	u	-2%	-1%[46.1 µM]
O=C(NCCCn1ccnc1)C(=O)NCc1ccc(Cl)cc1	1%	8	2%	-2%	-15%	-4%	0.3%	u	-8%	-4%	-3%[46.1 µM]
O=C(NCc1cccnc1)C(=O)NCC1CCCO1 (configuration not stated)	3%	1	5%	-3%	0%	-17%	-0.8%	-14%	2%	2%	1%
CCNC(=O)NC(=O)COC(=O)C1CSC2(C)CCC(=O)N12 (configuration not stated)	1%	-2	6%	-4%	5%	-19%	-0.3%	-8%	15%	-4%	x
Cc1ccc(-c2nnn(CC(=O)N(c3ccc(F)cc3)C(C(=O)NC3CCCC3)c3ccncc3)n2)o1 (configuration not stated)	-3%	-2	-3%	-3%	-7%	-9%	-0.6%	-4%	u	1%	-19%
O=C(CN1C(=O)CCS(=O)(=O)c2ccccc21)Nc1ccc(F)cc1	3%	-5	-4%	-9%	0%	8%	-0.1%	u	u	-4%	-3%
C=CCSc1nc(=O)n2cccc(C)c2n1	2%	16	x	17%	-2%	3%	-0.3%	u	16%	-1%	3%
Cc1ccn2cc(C(=O)Nc3nnc(C)s3)nc2c1	3%	0	-4%	-1%	-3%	10%	-0.9%	5%	u	0%	3%
Cc1[nH]c2ccccc2c1C(=O)C(=O)NCCC1=CCCCC1	-1%	4	3%	15%	0%	-7%	-0.1%	u	-18%	-1%	1%[46.1 µM]
O=C(C[n+]1ccccc1)N/N=C/c1ccc(O)cc1	-1%	-5	1%	-3%	0%	6%	0.1%	-10%	3%	-3%	2%
CCC(C)(C(=O)NC1CCCCC1)N(Cc1ccco1)C(=O)Cc1cccs1 (configuration not stated)	-2%	6	-2%	6%	-3%	2%	-0.1%	1%	-8%	-12%	2%
Cn1cnnc1SCC(=O)NC1CCCN(Cc2ccc(Cl)cc2)C1 (configuration not stated)	1%	-7	10%	0%	1%	8%	-0.7%	u	0%	-1%	10%
COCCn1c(N)c(Sc2ccc(Cl)cc2)c(=O)[nH]c1=O	2%	0	-2%	-3%	-8%	-3%	0.1%	-6%	15%	0%	-6%
CC1(OC(=O)CCc2ccccc2)C(=O)C=C2C=C(c3ccc(C#N)cc3)N(C3CCCC3)C=C2C1=O (configuration not stated)	-4%	-7	2%	9%	1%	9%	-0.1%	8%	8%	-9%	-2%
Cc1ccc(C)c(OCC(=O)Nc2ccc(S(=O)(=O)Nc3ccccn3)cc2)c1C	5%	5	5%	1%	7%	-22%	-0.5%	9%	-9%	-3%	2%[46.1 µM]
COc1ccc(CCNC(=O)c2ccc(SC)cc2OC)cc1	-2%	2	6%	2%	-2%	5%	0.2%	u	u	1%	-2%
Cc1ccc(N2CCN(c3ccc(NCc4nc5ccccc5n4C)cc3)CC2)cc1	-1%	5	-8%	3%	0%	0%	-1.2%	1%	-1%	-1%	0%[46.1 µM]
COc1ccc(C2c3[nH]c4ccccc4c3C[C@H]3C(=O)N(c4ccccc4C(=O)N4CCC[C@H]4C(=O)O)C(=O)N23)cc1 (some centres not stated)	1%	7	-6%	-1%	-3%	-14%	0.0%	32%	u	-2%	1%
Cc1ccc(C)n1C(Cc1ccccc1)C(=O)O (configuration not stated)	0%	19	x	3%	u	12%	-0.4%	12%	0%	x	x
Cc1cc(C)n2c(SCc3ccc(C#N)cc3)nnc2n1	0%	7	-1%	4%	-14%	-6%	0.5%	-15%	15%	-5%	-2%
